AHR activator – activates the human aryl hydrocarbon receptor. AHR-responsive luciferase reporter cells, luminescence. activation, % at 5 µM. 320,000 compounds, 2.5% hits; in the data active = activation above about 47%;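 note: 0% = vehicle wells and 100% = reference agonist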
Target sequence (P35869 whole entry, looked up): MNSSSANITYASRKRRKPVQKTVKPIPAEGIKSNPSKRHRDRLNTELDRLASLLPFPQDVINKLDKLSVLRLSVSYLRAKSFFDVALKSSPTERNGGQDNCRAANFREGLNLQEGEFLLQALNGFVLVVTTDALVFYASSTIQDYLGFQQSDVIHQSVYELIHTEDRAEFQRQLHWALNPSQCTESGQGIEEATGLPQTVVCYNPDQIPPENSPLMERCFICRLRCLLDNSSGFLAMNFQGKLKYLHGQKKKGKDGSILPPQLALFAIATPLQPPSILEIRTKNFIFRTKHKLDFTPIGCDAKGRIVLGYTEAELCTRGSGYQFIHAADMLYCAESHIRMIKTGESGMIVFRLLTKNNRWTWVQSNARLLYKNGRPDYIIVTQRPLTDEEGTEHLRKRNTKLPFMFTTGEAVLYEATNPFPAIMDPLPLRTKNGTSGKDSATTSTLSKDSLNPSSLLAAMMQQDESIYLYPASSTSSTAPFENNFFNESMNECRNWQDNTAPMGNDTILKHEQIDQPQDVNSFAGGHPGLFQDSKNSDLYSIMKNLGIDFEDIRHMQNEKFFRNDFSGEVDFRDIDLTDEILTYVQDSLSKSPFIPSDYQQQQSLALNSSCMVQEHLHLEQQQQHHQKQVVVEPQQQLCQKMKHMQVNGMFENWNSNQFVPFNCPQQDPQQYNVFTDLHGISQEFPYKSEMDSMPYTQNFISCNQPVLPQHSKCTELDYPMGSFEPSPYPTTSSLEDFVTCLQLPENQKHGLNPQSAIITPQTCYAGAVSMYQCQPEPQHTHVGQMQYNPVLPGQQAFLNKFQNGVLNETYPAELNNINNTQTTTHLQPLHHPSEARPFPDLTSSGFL
Bcl-xL primary – Bcl-xL (human) inhibition. inhibition, % at 10.9 µM. 320,000 compounds, 0.7% hits. Q07817. GST-Bcl-xL / FITC-Bim BH3 peptide fluorescence polarization;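 active = inhibition above the mean of all tested compounds plus 3 SD, cutoff set per campaign, cut at about 30% in these data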;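 note: 0% = DMSO wells and 100% = unlabeled Bim-BH3 peptide competitor; inhibitors lower millipolarization by displacing the labeled peptide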
Target sequence (Q07817 whole entry, looked up): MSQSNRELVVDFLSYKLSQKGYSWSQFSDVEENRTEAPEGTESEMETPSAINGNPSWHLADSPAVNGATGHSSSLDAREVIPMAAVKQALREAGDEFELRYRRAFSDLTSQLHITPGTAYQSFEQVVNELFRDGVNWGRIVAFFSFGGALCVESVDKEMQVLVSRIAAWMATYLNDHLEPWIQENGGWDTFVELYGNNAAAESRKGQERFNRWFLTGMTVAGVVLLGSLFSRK
PAFAH1B2 inh – PAFAH1B2 (human) inhibition | inhibition, % at 3.39 µM | 340,000 compounds, 1.2% hits | recombinant PAFAH1B2, FP-rhodamine activity probe, fluorescence polarization | P68402;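 active = inhibition above the mean of all tested compounds plus 3 SD, cut at about 24% in these data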;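 note: 0% = enzyme with DMSO and 100% = wells lacking PAFAH1B2; many of its hits are not listed in these tables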
MEX-5 binding – C. elegans MEX-5 TCR-2 RNA binding activity; MEX-5/FITC-TCR2 RNA binding, fluorescence polarization; hits give low values; Q9XUB2; activity score (negative = inhibition of binding), % at 10 µM; 300,000 compounds, 0.38% hits;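 active = inhibition past about -25% in most replicates, and total fluorescence under double the plate's negative control median, limit read from the data; inconclusive = replicates evenly split on the limit, or fluorescence at least double controls; inactive = too little inhibition in most replicates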;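 note: 0% = DMSO and -100% = 5 µM competing unlabeled TCR2 RNA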
Fam108B counter – Fam108B inhibition, counter-screen for RBBP9 inhibitors; recombinant Fam108B, FP-Rh probe fluorescence polarization; inhibition, % at 9.51 µM; 300,000 compounds, 0.33% hits; AID 1947;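 active = inhibition above the screen mean inhibition plus 3 SD, computed separately per campaign, cut at about 18% in these data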;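 note: inhibitors lower polarization as less probe binds the enzyme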
pPAFAH FP inh – pPAFAH (human) enzyme inhibition; 330,000 compounds, 1.5% hits; Q13093; recombinant pPAFAH, FP-rhodamine probe fluorescence polarization; inhibition, % at 3.39 µM;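 active = inhibition above the mean inhibition across the screen plus 3 SD, cut at about 25% in these data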;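 note: inhibitors block binding of the rhodamine activity-based probe so polarization drops; 0% = enzyme with DMSO and 100% = wells lacking pPAFAH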
GLD-1 RNA inh – GLD-1-TGE RNA interaction inhibition (C. elegans); Q17339; purified GLD-1 + fluorescein TGE RNA, fluorescence polarization; inhibition, % at 5.96 µM; 320,000 compounds, 0.44% hits;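 active = percent inhibition above a per-plate cutoff, the plate mean of test compounds plus 3 SD, cut at about 30% in these data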;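 note: 0% = DMSO wells with GLD-1 and probe and 100% = wells lacking GLD-1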
PME-1 inh – blocks human protein phosphatase methylesterase 1; recombinant PME-1, FP-Rh probe fluorescence polarization; Q9Y570; inhibition, % at 5.9 µM; 320,000 compounds, 0.53% hits;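 active = inhibition above the campaign mean of all compounds plus 3 SD, cut at about 26% in these data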;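 note: competitive labeling of PME-1 active site by serine hydrolase directed probe; 0% = PME-1 with DMSO and 100% = wells lacking PME-1 enzyme; inhibitors block probe labeling so polarization falls and inhibition rises; many of its hits are not listed in these tables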
MCL1 BIM primary – MCL1-BIM-BH3 interaction inhibition (human); Q07820; GST-MCL1 / FITC-Bim-BH3 fluorescence polarization; inhibition, % at 10.9 µM; 320,000 compounds, 0.68% hits;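 active = inhibition above the mean inhibition of all tested compounds plus 3 SD, set per campaign, cut at about 40% in these data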;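 note: 0% = DMSO wells and 100% = unlabeled Bim-BH3 peptide control; higher means more loss of mP so more displacement of Bim peptide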
Starred values were filed as active, the others as inactive; u = inconclusive; x = not tested or not shown. Only part of the results is shown; count on the stated rates, not on these rows.

SMILES | AHR activator | Bcl-xL primary | PAFAH1B2 inh | MEX-5 binding | Fam108B counter | pPAFAH FP inh | GLD-1 RNA inh | PME-1 inh | MCL1 BIM primary
O=C(Nc1cccc(/C=C/c2ccccn2)c1)c1ccc(-n2cncn2)c([N+](=O)[O-])c1 | 1 | 7 | -7 | 1.3 | -1 | 4 | 0 | 4 | -1
N#C/C(=C(/O)CCCl)c1ccccn1 | 0 | 6 | 4 | 0.6 | 0 | -1 | 6 | -3 | 14
CC(C)(C)c1ccccc1OCC(=O)NCc1ccccc1 | -1 | -7 | -1 | -1.6 | 4 | 6 | 9 | 5 | 1
Cc1ccc(-c2nc(N)n(C(=O)Cc3ccccc3)n2)cc1 | 2 | -3 | -2 | 6.3 | -4 | -5 | -9 | 0 | 4
O=C(O)CN1C(=O)CCS(=O)c2ccccc21 (stereo unspecified) | -1 | 3 | 0 | 0.1 | -1 | -4 | 4 | -6 | 2
CCN(CC)CCNC(=O)C12CC3CC(C)(CC(C)(C3)C1)C2 | -1 | -4 | 1 | -3.1 | 0 | 0 | 8 | 1 | -8
CN(CCc1ccccn1)c1ncnc2[nH]ncc12 | 0 | 6 | 2 | x | 0 | 0 | 8 | 3 | 5
COc1ccc(CN(C)CC(=O)Nc2cc(OC)c([N+](=O)[O-])cc2C)c(OC)c1 | 7 | -6 | 3 | 1.3 | 1 | -1 | -1 | -3 | -15
COC(=O)c1nccc2c1[nH]c1ccccc12 | 15 | 3 | -1 | -1.5 | -2 | 0 | 4 | -4 | 9
CC(=O)NN1C(=O)/C(=C/c2ccc(Br)o2)SC1=S | 4 | 19 | 5 | -21 | -5 | 16 | -3 | -17 | 45*
O=C(CC1CCCCC1)NCc1ccccc1 | 9 | 4 | 2 | -1.5 | 1 | 3 | 4 | -2 | -2
O=c1[nH]nc(CNc2ccc(C(F)(F)F)cc2)c2ccccc12 | 7 | 5 | 1 | 0.4 | 3 | 3 | 2 | 4 | 9
CC(=O)c1ccc(NC(=O)C2=CC(c3ccc4c(c3)OCO4)=NS(=O)(=O)N2C)cc1 | 8 | 1 | 0 | 2.0 | -1 | 5 | 10 | 14 | 0
COc1ccc(NC(C)=O)cc1NC(=O)c1cccc(S(=O)(=O)N2CCc3ccccc32)c1 | 0 | -5 | 1 | x | x | 6 | 2 | 1 | -4
CC1CCN(c2ncnc3ccccc23)CC1 | 0 | 4 | -2 | 0.3 | 0 | 3 | -2 | 0 | 9
COc1cc(CC(=O)OCC(=O)NCCc2ccc(S(N)(=O)=O)cc2)cc(OC)c1OC | 0 | -6 | 0 | x | x | 2 | 4 | 0 | -14
Cc1ccccc1OCC(=O)O/N=C(\N)Cc1ccc(Cl)cc1 | 2 | 2 | 10 | 1.3 | -1 | 7 | 10 | -5 | 4
CC(C)(C)c1ccc(OCc2ccc(C(=O)Nc3cccnc3)o2)cc1 | 20 | 6 | 3 | u | -21 | -3 | 0 | -12 | 2
CSc1ccccc1NC(=O)c1csc(C)c1 | -2 | 2 | -6 | 0.6 | -2 | 4 | 2 | 1 | 2
CC(C)(C)OC(=O)NCC(=O)NCC(=O)OCc1ccccc1 | 2 | 1 | 5 | -1.6 | -2 | 5 | 2 | -1 | -2
CCC(C)N(C(=O)C(F)(F)F)C(C(=O)NC1CCCCC1)c1ccncc1 (stereo unspecified) | 2 | 3 | 5 | -1.0 | 3 | -5 | 0 | 3 | -5
O=C(C[C@H]1C/C=C\C[C@@H](Cc2ccc(F)cc2)C(=O)O[C@@H](c2ccccc2)CNC1=O)N[C@@H](CO)Cc1ccccc1 | -1 | x | 16 | x | x | 10 | -1 | x | x
CN(C)CCCN(C(=O)c1ccc(S(=O)(=O)N2CCCc3ccccc32)cc1)c1nc2ccc(F)cc2s1 | -1 | 4 | 7 | 0.4 | 1 | 5 | 2 | 0 | 6
Cc1cc(C)n2nc(C(=O)NCc3ccccc3)nc2n1 | 1 | -7 | -1 | -2.3 | 3 | 4 | -2 | 6 | 3
CCOC(=O)C1=C(NC#N)OC(C)=C(C)C1c1ccc(O)cc1 (stereo unspecified) | -1 | 4 | 7 | 2.1 | -6 | 3 | -6 | 6 | 1
CC(=O)Nc1ccc(S(=O)(=O)N2CCN3CCCC3C2)cc1 (stereo unspecified) | 1 | 12 | -3 | -2.0 | 4 | 3 | 1 | -6 | 12
CCN1CCCc2cc(CN(CCN3CCOCC3)C(=S)Nc3ccccc3OC)ccc21 | 11 | 8 | 9 | -3.2 | 1 | 11 | 7 | -2 | 5
Cc1cc(C)nc(SCc2nnc(SCC(=O)Nc3c(C)cccc3C)o2)n1 | 23 | 2 | 0 | 0.0 | 3 | -12 | 3 | -8 | -2
CCC(CC)N1CCN(CCc2ccccc2)C(CCO)C1 (stereo unspecified) | 2 | 3 | 7 | 1.2 | -1 | 8 | 2 | -4 | 0
CCOc1ccccc1NC(=O)C(CC(C)C)NC(=O)C1CCC(C)CC1 (stereo unspecified) | 4 | 0 | -4 | 1.1 | -1 | 6 | 3 | 6 | 1

Ordered by number of heavy atoms (ascending): part of the list above
SMILES | AHR activator | Bcl-xL primary | PAFAH1B2 inh | MEX-5 binding | Fam108B counter | pPAFAH FP inh | GLD-1 RNA inh | PME-1 inh | MCL1 BIM primary
CCOc1ccccc1NC(=O)C(CC(C)C)NC(=O)C1CCC(C)CC1 (stereo unspecified) | 4 | 0 | -4 | 1.1 | -1 | 6 | 3 | 6 | 1
Cc1cc(C)nc(SCc2nnc(SCC(=O)Nc3c(C)cccc3C)o2)n1 | 23 | 2 | 0 | 0.0 | 3 | -12 | 3 | -8 | -2
CCN1CCCc2cc(CN(CCN3CCOCC3)C(=S)Nc3ccccc3OC)ccc21 | 11 | 8 | 9 | -3.2 | 1 | 11 | 7 | -2 | 5

Continuation:
SMILES | AHR activator | Bcl-xL primary | PAFAH1B2 inh | MEX-5 binding | Fam108B counter | pPAFAH FP inh | GLD-1 RNA inh | PME-1 inh | MCL1 BIM primary
CCn1cc2nc(SCC(=O)Nc3ccc(OC)c(OC)c3)n(Cc3ccc(OC)cc3)c(=O)c2n1 | 1 | 0 | 0 | -1.0 | 1 | 5 | 4 | 1 | -6
CC(C)S(=O)(=O)C/C(N)=N/OS(=O)(=O)c1ccc(Cl)cc1 | 0 | 3 | 7 | -0.1 | 1 | -1 | -1 | 0 | -23
CCn1c(=O)c(=O)[nH]c2cc(C(=O)NCC3CCCCC3)ccc21 | 7 | 1 | 22 | 0.3 | -22 | -6 | 4 | -36 | -20
COc1cccc(NC(=O)CSCc2cc(=O)n3nc(C4CC4)sc3n2)c1 | -1 | 5 | 0 | 2.0 | 1 | 4 | -5 | 4 | 5
CCOc1cc2c(C#N)c(N(CC)CC)nc(N)c2c(N)n1 | 34 | 14 | 12 | 0.8 | 3 | 7 | 24 | 7 | 10
COC(=O)c1c(N)sc(C(=O)N2CCOCC2)c1C | 6 | -1 | -2 | -0.1 | 2 | -2 | -4 | -6 | 6
CCCc1nnc2n1N=C(c1ccc([N+](=O)[O-])cc1)CS2 | 0 | -2 | 0 | -2.0 | 0 | 2 | 8 | 2 | -4
CCC(=O)NC(c1ccc(N(C)C)cc1)c1c(O)ccc2ccccc12 (stereo unspecified) | 4 | 8 | 0 | -0.6 | 0 | 3 | 2 | -3 | 19
CC1CC(C)CN(S(=O)(=O)N2CCCC(C(=O)NCCc3ccccc3)C2)C1 (stereo unspecified) | 0 | 8 | 6 | 1.3 | 3 | 1 | 2 | -4 | 2
CCOC(=O)Cn1c(-c2ccccc2)cc(SC)c(C#N)c1=O | 0 | -4 | 2 | -0.6 | -4 | 3 | 2 | -6 | -16
COc1ccc(OC)c(S(=O)(=O)NCC(c2ccco2)S(=O)(=O)c2ccccc2)c1 (stereo unspecified) | -1 | 1 | 2 | -0.2 | 3 | -1 | 4 | -3 | -4
Cn1cccc1/C=C1\CCC/C(=C\c2cccn2C)C1=O | 1 | -66 | -18 | x | -12 | 0 | -154 | -20 | -125
CCOc1ccc(CNc2ccc(N3CCOCC3)c(C(=O)O)c2)cc1 | 1 | 1 | -1 | 0.6 | -1 | 7 | 4 | 1 | 0
CCCCCC1=NN2C(=O)CC(=O)N=C2S1 | 0 | 4 | 1 | 1.2 | 4 | 11 | 4 | -4 | 0
O=C(CSc1ccc(-c2cccs2)nn1)N1CCCCCC1 | 20 | 4 | 4 | -3.0 | 2 | 5 | 1 | -3 | 10
c1ccc(C2Nc3ccccc3-c3nc4ccccc4n32)nc1 (stereo unspecified) | 80* | -4 | 5 | 1.3 | 2 | 4 | -1 | -1 | 0
CCC(C)NC(=O)c1cc(CC(C)C)on1 (stereo unspecified) | -1 | 2 | 11 | 2.0 | 0 | -3 | 4 | -5 | 5
COc1ccc(NC(=O)COC(=O)C2CC(=O)N(CCc3ccc(OC)c(OC)c3)C2)cc1Cl (stereo unspecified) | 0 | 0 | 6 | x | x | 4 | -1 | 1 | -5
Brc1ccc(/C=N/N2CCN(C3c4ccccc4-c4ccccc43)CC2)s1 | 0 | 6 | 0 | 0.7 | -4 | 1 | 5 | -4 | 3
COC/C=C/C1=CC2=CC(=O)C(C)(OC(=O)c3cnc4ccccc4n3)C(=O)C2=CN1CCCCO (stereo unspecified) | 0 | 14 | -5 | -4.7 | 3 | 7 | 12 | -1 | 12
COc1cc(NC(=O)Cc2c(C(=O)O)n(C)c3ccccc23)cc(OC)c1OC | 0 | 4 | 0 | -0.4 | -2 | -2 | 6 | -4 | -4
Cc1nnsc1C(=O)Nc1ccccc1 | 1 | 3 | 2 | 2.4 | 0 | -3 | -2 | -13 | 0
CCn1c(SCC(O)c2ccccc2)nnc1-c1ccccc1 (stereo unspecified) | 5 | 2 | 1 | -7.8 | -1 | -5 | 0 | -11 | 4
CCOC(=O)N1CCC2(CC1)C(C#N)=C(N)Oc1c2sc2nc(C)cc(C)c12 | 11 | 2 | 0 | -2.1 | 0 | -1 | -1 | -4 | -2
Cc1cc([N+](=O)[O-])cc2c1NCC1CC=CC21 (stereo unspecified) | 1 | 5 | 3 | -3.9 | 1 | 1 | -4 | 9 | 9
CCn1ncc(C2=NOC(C(=O)Nc3ccc4c(c3)OCO4)C2)c1C (stereo unspecified) | 4 | -2 | 8 | -0.2 | 2 | -5 | 2 | 1 | 7
COc1ccc(COC(=O)CCS(=O)(=O)c2ccc(C)cc2)cc1F | 4 | -4 | 3 | -0.6 | -3 | -2 | 2 | 2 | 0
CS(=O)(=O)N1CCN(C(=O)Nc2ccccc2)CC1 | -1 | 1 | 7 | -1.8 | -3 | 0 | -1 | -2 | -7
Cc1ccc(C)c(OCC(O)CN2CCN(CCN3C(=O)c4cccc5cccc(c45)C3=O)CC2)c1 (stereo unspecified) | -8 | 8 | 1 | -0.6 | -1 | 4 | -1 | -3 | 5
CCc1ccc(NC(=O)CSc2n[nH]c(C)c2[N+](=O)[O-])cc1 | 3 | 5 | -3 | 2.4 | -1 | -1 | 1 | -3 | 2
COc1ccccc1-c1c(C)nn2c(-c3ccccc3)cc(C)nc12 | 4 | -3 | -3 | -1.2 | 5 | 11 | 4 | 4 | -4
COc1ccc(N2CCN(C(CNC(=O)c3ccc4c(c3)OCO4)c3ccco3)CC2)cc1 (stereo unspecified) | 3 | 3 | 0 | -1.0 | 3 | 6 | -6 | -3 | 0
c1ccc(-c2[nH]ncc2CN2CCN(Cc3ccc4c(c3)OCO4)CC2)cc1 | -1 | 7 | 2 | 0.4 | 5 | 6 | 2 | -7 | 7
COc1cc(C(=O)OCC(=O)NCCC2=CCCCC2)ccc1OCC(C)C | 0 | -2 | 4 | 0.4 | 1 | 7 | -2 | 1 | -4

Screening results: PubChem BioAssay, several laboratories
